Screening data (PubChem BioAssay)
DPM-DC inhibit: inhibitors of Streptococcus pneumoniae diphosphomevalonate decarboxylase. purified DPM-DC, PK/LDH coupled NADH fluorescence. calls only at 10 µM. actives 0.49% (n = 65,000);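 active means the 320 compounds with the highest percent inhibition in the single-dose primary screen, excluding strongly autofluorescent ones, cut at about 32% in these data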;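 further: kinetic rate of NADH fluorescence loss reporting ADP formed by the decarboxylase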
HPDE-C7K KRASV12: cytotoxicity in KRAS-transformed pancreatic duct cells, primary screen, cell-based, fluorescence, HTS (AID 431); HPDE-C7K KRASV12 cells, Alamar Blue viability, 48 h; higher % means a stronger effect; cytotoxicity, % at 10 µM, or EC50 in µM where a hit was titrated; actives 1.7% (n = 63,000);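 active means compounds whose percent cytotoxicity in the single-dose primary screen, scaled between solvent and toxic-drug controls, exceeds 50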;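 further: 0% = DMSO solvent wells and 100% = doxorubicin-treated wells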
Bfl-1 inhibitors: Bfl-1 inhibitors, primary screen, biochemical, fluorescence polarization, FITC-Bid, mouse (AID 432). FITC-Bid BH3 peptide fluorescence polarization displacement; higher % means a stronger effect. displacement, % at 20 µM; hits with a dose series show IC50 in µM. actives 0.02% (n = 64,000); in the data active means a potency from the dose series; inactive means the rest, 99 in 100 with displacement below about 15%; further: strong numbers were not always called active
Spn PMK inh: inhibitors of Streptococcus pneumoniae phosphomevalonate kinase | purified PMK, PK/LDH-coupled NADH absorbance 340 nm | inhibition, % at 10 µM | actives 0.49% (n = 65,000) | AID 539;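 active means top-ranked compounds by inhibition in the single 10 µM screen, taking a fixed number of the strongest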;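 further: 0% = full reaction with DMSO carrier and 100% = background rate without enzyme reaction; no value below 0 was filed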
Spn MK inh: blocks S. pneumoniae mevalonate kinase; purified MK, PK/LDH-coupled NADH absorbance 340 nm; inhibition, % at 10 µM; actives 0.48% (n = 65,000); AID 555;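 active means ranked among the strongest by inhibition in the single 10 µM screen, a fixed top-ranked set picked for dose follow-up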; further: no value below 0 was filed
LYP inhibition: LYP phosphatase inhibitors, primary screen, biochemical, DiFMUP fluorescence, recombinant catalytic domain, 10 µM (AID 606); recombinant LYP catalytic domain, DiFMUP fluorescence; higher % means a stronger effect; inhibition, % at 10 µM; hits with a dose series show IC50 in µM; 52,000 tested, under 10 active;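 active means IC50 under 40 µM in the dose-response test; inactive means IC50 of 40 µM or more, or never dose-tested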
TNAP inhibition: human TNAP enzyme inhibitors, biochemical, luminescent (AID 518); purified TNAP enzyme, luminescent substrate readout; higher % means a stronger effect; one-dose inhibition, % at 20 µM; IC50 in µM for titrated hits; actives 0.09% (n = 64,000); in the data active means a potency from the dose series; inactive means the rest, 99 in 100 with inhibition below about 22%;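 further: plate controls were vehicle for no effect and reference inhibitor for full effect; many of its hits are not listed in these tables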
HT1080 cytotoxicity: cytotoxicity in HT1080 fibrosarcoma cells, cell-based, fluorescence readout (AID 620). HT1080 viability, fluorescence; higher % means a stronger effect. cytotoxicity, % at 10 µM; hits with a dose series show EC50 in µM. actives 0.42% (n = 87,000);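 further: cells exposed to compound overnight then 4 h with Alamar Blue; 0% = vehicle DMSO and 100% = killing control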
HPDE-C7 viability: cytotoxicity in HPDE-C7 cells, cell-based, fluorescence, HTS (AID 430) | HPDE-C7 pancreatic duct cells viability, fluorescence; higher % means a stronger effect | cytotoxicity, % at 10 µM, or EC50 in µM where a hit was titrated | actives 1.8% (n = 63,000);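 further: cells exposed to compound for 48 hours before viability readout; 0% = vehicle and 100% = reference cytotoxic drug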
Spn PMK inh pilot replicates: second read-out of Spn PMK inh, no call of its own (marks repeat the call); inhibition, %; measured here: pilot screen replicates
Spn MK inh pilot replicates: second read-out of Spn MK inh, no call of its own (marks repeat the call); inhibition, %; measured here: pilot screen replicates
DPM-DC inhibit pilot screen %: further read-out of DPM-DC inhibit, marked with its call; inhibition, %; measured here: pilot screen trials
* marks the source's active call; other numbers are inactive results; i = inactive; . = no result given. Unless noted, no stated cut-off is given here; in the data, active means cytotoxicity above about 50%; inactive means the rest.

SMILES	DPM-DC inhibit	HPDE-C7K KRASV12	Bfl-1 inhibitors	Spn PMK inh	Spn MK inh	LYP inhibition	TNAP inhibition	HT1080 cytotoxicity	HPDE-C7 viability	others
O=C(NC1CCN(C(=O)Nc2ccccc2)CC1)C1CCCCC1	i	-4%	-7%	9	6	.	6%	0%	-9%
COC(=O)COc1ccc(Oc2cc(C)nc(SC)n2)nn1	i	5%	-4%	11	12	-22%	-4%	6%	3%
O=C(Nc1c(-c2ccccc2)nc2c(Br)cc(Br)cn12)c1ccco1	i	-4%	-1%	0	9	-5%	14%	-2%	-21%
CCOC(=O)/C=C1\SCC(=O)N1CC(O)CN1C(=O)CS/C1=C\C(=O)OCC	i	1%	-4%	14	6	8%	5%	0%	10%
O=C(c1cccs1)N1CCN=C1SCc1ccccc1	i	3%	4%	13	7	12%	11%	19%	5%	Spn PMK inh pilot replicates=2.0;Spn MK inh pilot replicates=2.5;DPM-DC inhibit pilot screen %=4.0
O=C(COc1ccc(F)cc1)N(CC1=CCS(=O)(=O)C1)c1ccccc1	i	-18%	-10%	5	5	3%	-2%	8%	-11%
CC(C)OC(=O)CSc1nnc(-c2ccccn2)n1-c1ccccc1	i	-1%	-6%	1	1	0%	-5%	-1%	4%	Spn PMK inh pilot replicates=0.0;Spn MK inh pilot replicates=0.0;DPM-DC inhibit pilot screen %=0.5
O=C(CN1CCN(c2ccccn2)CC1)Nc1cccc(C(F)(F)F)c1	i	-10%	6%	0	5	4%	8%	-1%	-4%
Cc1c(NC(=O)CSc2nnnn2Cc2ccccc2)c(=O)n(-c2ccccc2)n1C	i	-14%	-4%	0	1	7%	7%	7%	3%
CCOC(=O)c1cc2sc(C)cc2n1CC(=O)NCc1ccc(F)cc1	i	-7%	0%	7	5	8%	7%	2%	-42%	Spn PMK inh pilot replicates=6.5;Spn MK inh pilot replicates=0.0;DPM-DC inhibit pilot screen %=2.5
c1nc(N2CCNCC2)c2sc3nc(N4CCOCC4)c4c(c3c2n1)CCC4	.	-7%	-20%	0	4	20%	10%	17%	16%
CC(SC1CCCC1)C(=O)NC(C)(C#N)C(C)C (configuration not stated)	i	2%	7%	18	0	1%	9%	16%	6%
O=C(CCNS(=O)(=O)c1cccc2nsnc12)NCCc1ccccc1	i	5%	-2%	3	7	5%	6%	10%	-14%
Cc1cc(C(=O)N2CCN(c3ccccn3)CC2)c(C)o1	i	4%	2%	0	6	-6%	8%	9%	1%
CCOC(=O)C1=C(N)N2C(=O)CSC2=C(C(=O)OC)C1	i	8%	-1%	2	.	1%	14%	-12%	11%
Cc1cccc(S(=O)(=O)c2c(N)n(/N=C/c3ccco3)c3nc4ccccc4nc23)c1	i	18%	-4%	13	17	5%	5%	8%	27%
CCOC(=O)CSC1=Nc2ccccc2C2=NC(CC(=O)NCc3ccc4c(c3)OCO4)C(=O)N12 (configuration not stated)	i	-4%	-7%	17	9	2%	6%	-3%	6%
CCOC(=O)C1C2C=CC3(CN(c4ccccc4CC)C(=O)C13)O2 (configuration not stated)	i	.	.	8	0	6%	.	3%	.
CCOc1ccc(C(=O)Nc2cc(=O)n(C)c(=O)n2C)cc1	i	-4%	-7%	14	6	7%	11%	-1%	-6%
COC(=O)c1ccc(=O)n(-c2ccc(OC)cc2)c1	i	7%	3%	16	6	.	5%	36%	-1%
COc1cc2c(cc1OC)C(C(=O)N1CCCC1)C(c1ccccc1F)N(C)C2=O (configuration not stated)	i	2%	-5%	12	7	.	4%	-6%	-1%
COc1ccccc1N1CCN(S(=O)(=O)c2ccc3c4c(cccc24)C(=O)N3C)CC1	i	6%	-1%	8	5	0%	10%	8%	6%
COc1ccc(-n2nnc3c(=O)n(Cc4ccccc4C)cnc32)cc1	i	-4%	-1%	6	2	1%	12%	-1%	-10%
CCN1CCN(C(CNS(=O)(=O)c2ccc(OC)cc2)c2cccnc2)CC1 (configuration not stated)	i	4%	3%	2	5	2%	1%	0%	-15%
CCc1cccc(NC(=O)C2CCCN(S(=O)(=O)c3c(C)[nH]c(=O)[nH]c3=O)C2)c1 (configuration not stated)	i	-7%	0%	3	1	2%	4%	-11%	-1%	Spn PMK inh pilot replicates=5.0;Spn MK inh pilot replicates=0.0;DPM-DC inhibit pilot screen %=0.0
COCCN1Cc2cccc(C(=O)NCc3cccnc3)c2C1=O	i	-6%	-3%	12	0	2%	4%	9%	-11%
NC(=O)c1c(C(F)(F)F)cc(-c2ccccc2)nc1NCCO	.	-2%	0%	9	7	3%	5%	-8%	6%
CC1CCN(S(=O)(=O)c2ccc(S(=O)(=O)N3CCN4CCCC4C3)cc2)CC1 (configuration not stated)	i	7%	-5%	5	0	4%	6%	-1%	-8%
CCOC(=O)C1=C(C)NC(=O)NC1c1cc2c(cc1Br)OCO2 (configuration not stated)	i	-12%	3%	7	1	.	8%	-5%	4%
FC(F)(F)c1cccc(OCCOCCn2cncn2)c1	i	1%	-6%	6	0	-3%	4%	27%	-2%

Taken from the entries so far, two compounds:
SMILES	DPM-DC inhibit	HPDE-C7K KRASV12	Bfl-1 inhibitors	Spn PMK inh	Spn MK inh	LYP inhibition	TNAP inhibition	HT1080 cytotoxicity	HPDE-C7 viability	others
CCOC(=O)C1=C(C)NC(=O)NC1c1cc2c(cc1Br)OCO2 (configuration not stated)	i	-12%	3%	7	1	.	8%	-5%	4%
FC(F)(F)c1cccc(OCCOCCn2cncn2)c1	i	1%	-6%	6	0	-3%	4%	27%	-2%

(list continues)
SMILES	DPM-DC inhibit	HPDE-C7K KRASV12	Bfl-1 inhibitors	Spn PMK inh	Spn MK inh	LYP inhibition	TNAP inhibition	HT1080 cytotoxicity	HPDE-C7 viability	others
O=S1(=O)N=C(N2CCN(Cc3ccc4c(c3)OCO4)CC2)c2ccccc21	i	0%	0%	8	12	-1%	9%	-3%	3%
Cc1ccnc(NS(=O)(=O)c2ccc(NC(=O)C3CCCCC3C(=O)O)cc2)n1 (configuration not stated)	i	-4%	-4%	6	5	-7%	11%	2%	0%
CCOc1ccccc1C1CC(c2ccc(Cl)cc2)Nc2nc(N)nn21 (configuration not stated)	i	-6%	-8%	11	3	6%	-4%	4%	-3%
O=C(c1ccc(CS(=O)(=O)c2c(Cl)cccc2Cl)o1)N1CCCC1	i	3%	-4%	4	1	7%	10%	-12%	2%
C(=N\c1nc2ccccc2n1Cc1ccccc1)/c1cccs1	i	.	-2%	13	11	-9%	10%	-7%	.
CCCN1Cc2cccc(C(=O)Nc3ccc(OC)c(OC)c3)c2C1=O	i	-1%	-5%	0	11	5%	3%	-2%	-10%
CCCCOCCCNC(=O)N[C@@H](CCSC)C(=O)OC	i	.	-5%	7	4	.	8%	-1%	.
CCSc1nnc(NC(=O)c2ccc(Br)s2)s1	i	-1%	7%	8	7	4%	5%	68%*	6%
CCOC(=O)c1ccc(N=Cc2nc(-c3ccccc3)oc2OC(C)=O)cc1	i	23%	-1%	8	2	6%	13%	2%	-10%	Spn PMK inh pilot replicates=0.0;Spn MK inh pilot replicates=0.0;DPM-DC inhibit pilot screen %=5.5
CCc1ccc2oc(=O)cc(CN3CCC(C)CC3)c2c1	i	-9%	-2%	20	4	.	10%	-22%	-24%
CCOC(=O)c1c(C2COc3ccccc3O2)csc1N (configuration not stated)	i	14%	0%	10	12	.	6%	.	-3%
COc1ccc(OC)c(N(CC(=O)Nc2ccc3c(c2)OCO3)S(=O)(=O)c2ccccc2)c1	i	26%	-5%	0	2	3%	0%	-4%	22%
CC(C)(C)c1nc(CN2CCOCC2)ccc1O	i	2%	0%	7	3	6%	20%	-2%	-20%	Spn PMK inh pilot replicates=6.0;Spn MK inh pilot replicates=0.0;DPM-DC inhibit pilot screen %=0.0
CC(=O)c1ccc(N2CCN(C(=O)c3ccco3)C(C)C2)c(F)c1 (configuration not stated)	i	-26%	-4%	9	8	-5%	12%	30%	-16%
COC(=O)Cc1nnc(NC(=O)c2ccccc2)s1	i	-12%	4%	9	5	.	10%	14%	-5%
COc1cccc(C(=O)Nc2c(C(N)=O)oc3ccccc23)c1	i	14%	3%	21	5	10%	15%	12%	9%	Spn PMK inh pilot replicates=3.5;Spn MK inh pilot replicates=3.5;DPM-DC inhibit pilot screen %=0.0
Cn1c(CNC(=O)Nc2cccc(Cl)c2)nnc1SCc1ccccc1	i	-7%	-4%	11	0	.	12%	-10%	-13%
CCc1nnc(NC(=O)CN2CCN(C3CCCCC3)CC2)s1	i	-1%	-3%	4	25	-18%	-5%	4%	1%
O=C(CN1C(=O)c2ccccc2S1(=O)=O)Nc1ccc(S(=O)(=O)N2CCCCC2)cc1	i	-14%	1%	6	4	-1%	1%	5%	-22%
O=C1CC(Cc2ccccc2)C(=O)N1CCc1ccc2c(c1)OCO2 (configuration not stated)	i	-6%	-10%	0	2	6%	2%	-3%	-22%	Spn PMK inh pilot replicates=2.0;Spn MK inh pilot replicates=3.0;DPM-DC inhibit pilot screen %=1.5
O=C(CSc1nc2c(cnn2-c2ccccc2)c(=O)[nH]1)c1ccc(Cl)cc1	i	9%	1%	1	4	.	8%	-5%	8%
Cc1ccc(NCc2nnc(SCC(=O)NCCc3ccccc3)n2C)cc1	i	-10%	-4%	14	7	12%	13%	-2%	-2%
O=C(NC1CCCC1)C(c1ccc(Cl)cc1)N1CCOCC1 (configuration not stated)	i	7%	-2%	2	1	-7%	4%	0%	-3%
O=C(O)COc1ccc(Oc2ccccc2)cc1	i	10%	-4%	11	2	6%	10%	-17%	16%	Spn PMK inh pilot replicates=1.0;Spn MK inh pilot replicates=11;DPM-DC inhibit pilot screen %=6.0
COc1ccccc1C1=Nn2c(nnc2C2CCCCC2)SC1	i	14%	2%	12	4	7%	4%	-13%	13%
Cc1cccc(N2CC(C(=O)Nc3ccc4c(c3)OCO4)CC2=O)c1C (configuration not stated)	i	5%	10%	0	6	-7%	5%	2%	8%
COc1cc(C2=NOC(C(=O)Nc3ccc(C)cc3)C2)cc(OC)c1OC (configuration not stated)	i	-12%	5%	13	0	-5%	7%	4%	-9%
CCS(=O)(=O)NCc1cn2ccsc2n1	i	8%	-5%	4	9	.	-1%	-2%	10%
O=C(c1cc(-c2ccc3c(c2)OCO3)on1)N1CCN(c2ccccc2)CC1	i	20%	-11%	17	0	6%	7%	0%	21%
CCC1CCCCN1C(=O)c1nn2cccnc2c1Cl (configuration not stated)	i	3%	4%	6	0	13%	8%	-4%	4%
O=C(NC12CC3CC(CC(C3)C1)C2)c1cc2nc(-c3ccco3)cc(C(F)(F)F)n2n1	i	7%	2%	12	9	-3%	14%	-34%	11%

Molecules above with a COOH group, in the order listed:
SMILES	DPM-DC inhibit	HPDE-C7K KRASV12	Bfl-1 inhibitors	Spn PMK inh	Spn MK inh	LYP inhibition	TNAP inhibition	HT1080 cytotoxicity	HPDE-C7 viability	others
Cc1ccnc(NS(=O)(=O)c2ccc(NC(=O)C3CCCCC3C(=O)O)cc2)n1 (configuration not stated)	i	-4%	-4%	6	5	-7%	11%	2%	0%
O=C(O)COc1ccc(Oc2ccccc2)cc1	i	10%	-4%	11	2	6%	10%	-17%	16%	Spn PMK inh pilot replicates=1.0;Spn MK inh pilot replicates=11;DPM-DC inhibit pilot screen %=6.0
